ALOX15B inhib: 15-hLO-2 (ALOX15B) enzyme inhibition | Potency, µM (highest dose often 57.1 µM), for the others: top-dose activity change, negative = inhibition, usual class: inhibitors | AID 881 | 110,000 tested, 0.56% active | purified 15hLO-2, xylenol orange hydroperoxide absorbance; also: potency is read from the fitted curve at half-maximal effect; nearly all actives have a fitted effect of over 60% in size; many of its hits are not listed in these tables
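Enzyme 50 nM, AA 45 uM, 25 mM Hepes pH 7.5 + 0.01% Triton X-100; cpd preinc 15 min RT, rxn 90 min RT; stop/detect with 200 uM XO + 300 uM Fe(II) in 50 mM H2SO4, 30 min; A573/A405.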
PNC inhibitor: blocks assembly of the perinucleolar compartment | activity change (PNC), negative = inhibition, % at 10 µM | 140,000 tested, 3.1% active | PC3M PTB-GFP, PNC prevalence imaging, 16 h; stronger effect = lower value;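 active = readout at or below -70, meaning at least 70% loss of cells showing the perinucleolar compartment, a nuclear body marking cancer cells; inconclusive = readout between -30 and a set limit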;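 also: plate controls were DMSO wells for no effect and camptothecin positive control wells for full effect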
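Compounds are pinned in duplicate onto adhered PC3M cells stably expressing GFP-tagged PTB and incubated 16 h at 37 C. Cells are then fixed, nuclei stained with Hoechst, and PNC-positive cells counted.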
IMPase inh: membrane-permeable compound that blocks inositol monophosphatase; CHO-M1 cells, IP1 accumulation, HTRF TR-FRET ratio; inhibition (IP1 accumulation), % at 46.1 µM; 120,000 tested, under 10 active; active = well fitted curve in the direction sought with a large enough effect in the signal ratio, not every such curve was filed as active; inconclusive = small, poorly fitted or top-dose-only effect, or a change in a side signal; inactive = no such curve, though single readings can be large or run the other way; the % refers to the signal ratio;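 also: cells stimulated with carbachol in lithium chloride buffer; plate controls were DMSO basal wells for no effect and reference inhibitor wells for full effect; higher means more IMPase inhibition seen as more IP1 and lower FRET ratio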
Target sequence (P97697 whole entry, looked up): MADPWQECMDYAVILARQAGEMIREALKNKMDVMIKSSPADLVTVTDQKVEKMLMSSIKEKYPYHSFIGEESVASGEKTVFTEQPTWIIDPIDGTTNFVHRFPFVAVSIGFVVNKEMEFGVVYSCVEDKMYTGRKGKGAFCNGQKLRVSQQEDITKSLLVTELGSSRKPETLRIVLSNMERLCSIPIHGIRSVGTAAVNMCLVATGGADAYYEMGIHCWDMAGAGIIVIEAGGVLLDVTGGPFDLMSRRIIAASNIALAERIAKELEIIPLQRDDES
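Carbachol-driven Gq signalling in CHO-M1 cells (2000/well) generates IP1. Compounds that block IMPase raise IP1 and so reduce the FRET signal from Eu-anti-IP1 and d2-IP1 after a 10 min room-temperature lysis.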
ALOX12 inhib: blocks human 12-lipoxygenase activity; purified 12-hLO, xylenol orange hydroperoxide absorbance; Potency, µM (titrated, usually from 57.1 µM), inactives show top-dose activity change, negative = inhibition, most hits filed as inhibitors; 150,000 tested, 0.12% active; AID 1452; also: potency is read from the fitted curve at half-maximal effect; nearly all actives have a fitted effect of over 55% in size; many of its hits are not listed in these tables
Target sequence (P18054 whole entry, looked up): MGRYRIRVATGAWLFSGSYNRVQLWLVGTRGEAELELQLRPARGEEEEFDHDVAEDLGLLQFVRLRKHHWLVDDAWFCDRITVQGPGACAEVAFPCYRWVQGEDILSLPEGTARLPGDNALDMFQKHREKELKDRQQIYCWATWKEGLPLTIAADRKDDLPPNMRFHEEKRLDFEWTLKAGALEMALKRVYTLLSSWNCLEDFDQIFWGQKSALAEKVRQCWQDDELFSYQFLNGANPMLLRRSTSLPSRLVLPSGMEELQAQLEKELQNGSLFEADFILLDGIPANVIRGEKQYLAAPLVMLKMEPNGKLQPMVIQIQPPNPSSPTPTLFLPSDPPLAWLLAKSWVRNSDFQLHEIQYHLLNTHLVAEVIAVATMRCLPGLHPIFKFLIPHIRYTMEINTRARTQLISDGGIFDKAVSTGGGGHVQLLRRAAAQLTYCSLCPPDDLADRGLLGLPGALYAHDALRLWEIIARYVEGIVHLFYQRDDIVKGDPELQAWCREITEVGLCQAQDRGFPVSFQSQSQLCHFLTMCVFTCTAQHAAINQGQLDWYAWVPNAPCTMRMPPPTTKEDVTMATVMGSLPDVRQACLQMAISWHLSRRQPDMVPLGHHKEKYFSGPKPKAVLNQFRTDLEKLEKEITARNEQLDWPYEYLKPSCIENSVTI
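Purified human 12hLO (150 nM), preincubated 15 min with compound, then 40 uM arachidonic acid for 30 min, room temperature, Hepes pH 7.0 with 0.01% Triton X-100. Hydroperoxide detected by ferrous iron/xylenol orange; 573/405 nm absorbance ratio gives reaction progress.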
* marks the source's active call; other numbers are inactive results; ? = inconclusive; . = no result given; [ ] = another dose, or the depositor's remark. Unless noted, calls follow the shape of the dose curve; as a rule, active = well fitted curve in the direction sought with a large enough effect; inconclusive = small, poorly fitted or top-dose-only effect, or another doubt; inactive = no such curve, though single readings can be large; an effect the other way counts as inactive or inconclusive. Unless noted, % is scaled to controls: 0 for no effect and ±100 for the full control effect.

SMILES	ALOX15B inhib	PNC inhibitor	IMPase inh	ALOX12 inhib
CCCCn1c(SCC(=O)N2CC(=O)Nc3ccccc32)nnc1-c1ccoc1C	-11%	-21	1	1%
COc1cccc(Oc2cn[nH]c2-c2ccc(O)cc2O)c1	-4%	-86*	1	-27%
CN1CCN(c2ccc(S(=O)(=O)N3CCCCC3)cn2)CC1	8%	-83*	2	8%
CCCn1nc(NS(C)(=O)=O)c2cc3cccc(C)c3nc21	-9%	?	5	-10%
O=C(COc1ccccc1)Nc1nn[nH]n1	-4%	-7	0	-2%
Cc1nn(Cc2c(F)c(F)c(F)c(F)c2F)c(C)c1NC(=O)c1ccc(COc2cc(Cl)ccc2Cl)cc1	0%	?	0	-8%
COc1cccc(C(CC(=O)NCCN2CCOCC2)NS(=O)(=O)c2ccc(C)cc2)c1OC (stereo not drawn)	1%	?	11	2%
CC(C)NC(=O)NC(=O)COC(=O)c1ccccc1Oc1ccccc1	-5%	-8	3	-3%
CC(=O)OCC1=C(C(=O)O)N2C(=O)[C@@H](NC(=O)Cc3cccs3)[C@H]2SC1	8%[0.0915 µM]	?	.	2%
COc1ccc(-n2c(Cn3nnc4ccccc43)n[nH]c2=S)cc1	.	?	.	1%
COc1cc(Br)c(C(C)NC(=O)c2ccccc2)cc1OC (stereo not drawn)	3%	11	3	1%
C/C(CCN1CCCCc2nc(C)c(C)cc21)=N\OC[C@@H](O)[C@H]1O[C@@H]2OC(C)(C)O[C@@H]2[C@H]1O	.	13	.	4%
O=C(C1CC(c2ccc(F)cc2)=NO1)N1CCCc2ccccc21 (stereo not drawn)	3%	9	7	-4%
O=C(CSCSCC(=O)NCC1CCCO1)NCC1CCCO1 (stereo not drawn)	6%	-5	2	3%
CCCCNCCCOc1cccc(Cl)c1	10%	?	-9	3%
COCCn1c(-c2ccsc2)nc2c1c(=O)[nH]c(=O)n2CC(C)C	-2%	-13	-8	1%
CC1CCCCC1NC(=O)COC(=O)COc1ccc(Cl)cc1 (stereo not drawn)	2%	-27	-7	-5%
COCCN(CC(=O)NC1CCCCC1)C(=O)c1csnn1	-2%	72	12	10%
CCOC(=O)c1c(C)[nH]c(C(=O)COC(=O)c2ccccc2NC(=O)c2ccco2)c1C	?	59	4	1%
C=C1CSc2nc(=O)c3c4c(sc3n21)CCCC4	-1%	26	4	0%
CNC(=S)N(Cc1ccco1)Cc1cc2cc3c(cc2[nH]c1=O)OCCO3	.	1	8	-3%
CCC(=O)Nc1c(S(=O)(=O)c2ccccc2)c2nc3ccccc3nc2n1Cc1ccccc1	.	8	.	-1%
Cc1c(/C=N/NC(=O)COc2ccccc2[N+](=O)[O-])c2ccccc2n1C	.	-15	.	-2%
COc1cc(SC)ccc1C(=O)NCCOc1c(C)cc(C)cc1C	0%	-18	5	-11%
COc1cccc(-c2nc(S(=O)(=O)c3ccccc3)c(N3CCOCC3)o2)c1	-1%	?	7	-8%
Going on with the list:
SMILES	ALOX15B inhib	PNC inhibitor	IMPase inh	ALOX12 inhib
CCOc1ccccc1OCCCOc1ccc(C)cc1Br	7%	1	-10	-5%
CC1(C)Nc2ccc(O)cc2-c2c1ssc2=S	.	238	6	?
O=C(CCCN1C(=O)c2ccccc2C1=O)NC1CCCCCC1	-3%	-2	5	4%
CCOC(=O)C1CCN(C(=O)C2CCN(S(=O)(=O)c3c(C)noc3C)CC2)CC1	-7%	1	0	0%
O=C(CSc1nc(-c2cccs2)cc(C(F)(F)F)n1)Nc1cc(OCC(F)(F)F)cc([N+](=O)[O-])c1	.	-90*	.	-3%
CCC(=O)c1c(O)cc(O)cc1O	-6%	.	.	4%
O=C1CC(c2ccccc2)CC(O)=C1C=NCCCN1CCOCC1 (stereo not drawn)	.	-12	-6	-3%
O=C(OCc1nc2ccccc2s1)[C@@H]1CCCN1S(=O)(=O)c1ccccc1F	0%	?	1	-2%
CN1C(=O)COc2ccc(C(=O)c3oc4ccccc4c3-c3cnc4c(c3)COc3ccccc3-4)cc21	.	?	-3	4%
Cc1occc1C(=O)Nc1cccc(C(=O)NCc2ccccc2)c1	-3%	-29	-2	2%
COc1cc2c(cc1OC)-c1nnc(-c3cccs3)n1C1(CCCC1)C2	-11%	17	-13	0%
CC1CC(=O)C(C2c3ccccc3CCN2C(=O)CCl)C(=O)C1 (stereo not drawn)	.	-3	.	-3%
Cc1c(S(=O)(=O)Nc2ccc3c(c2)OCCO3)c(=O)n(C)c(=O)n1C	-5%	?	3	-2%
CCC(=O)Nc1nc2n(n1)C(c1ccc(OC)cc1)C=C(c1ccccc1)N2 (stereo not drawn)	-4%	14	-13	-8%
CC(=O)Nc1ccc(S(=O)(=O)Nc2nc3n(n2)C(c2ccccc2)CC(=O)N3)cc1 (stereo not drawn)	-1%	?	5	1%
Cc1ccc(NC(=O)c2cc3c(s2)CCCC3)cc1S(=O)(=O)Nc1ccccc1Cl	.	-21	-8	0%
COc1cc(OC)nc(Oc2ccccc2C(=O)Oc2ccc(C)cc2)n1	-6%	?	6	-7%
CCn1c2ccccc2c2cc(NC(=O)COC(=O)c3cc(OC)c(OC)cc3OC)ccc21	.	-3	0	-1%
O=C(Cn1nnc(-c2ccc(S(=O)(=O)N3CCCC3)cc2)n1)Nc1ccccc1-n1cccc1	-2%	23	5	-5%
CN1C(=O)N(C)C2(c3ccccc3)NC(=O)NC12c1ccccc1 (stereo not drawn)	5%	?	-1	-2%
COc1ccc2nc(NC(=O)c3cnccn3)sc2c1	-1%	-16	4	-2%
Cn1cc([N+](=O)[O-])c(C(=O)Nc2nc(-c3ccc(Cl)cc3)cs2)n1	-3%	?	3	3%
O=C(Cn1cnc2c(cnn2-c2ccc(F)cc2)c1=O)OCc1ccccc1	10%	10	-13	1%
O=C(C1CCC1)N(CCc1ccccc1)Cc1nc2ccccc2c(=O)[nH]1	-4%	-18	11	0%
CN(C1CCCCC1)S(=O)(=O)c1ccc(S(=O)(=O)N2CCCC2)cc1	8%[2.29 µM]	?	0	-5%

Nothing new here: 12 of the compounds above.
SMILES	ALOX15B inhib	PNC inhibitor	IMPase inh	ALOX12 inhib
CCOc1ccccc1OCCCOc1ccc(C)cc1Br	7%	1	-10	-5%
CC1(C)Nc2ccc(O)cc2-c2c1ssc2=S	.	238	6	?
O=C(CCCN1C(=O)c2ccccc2C1=O)NC1CCCCCC1	-3%	-2	5	4%
CCOC(=O)C1CCN(C(=O)C2CCN(S(=O)(=O)c3c(C)noc3C)CC2)CC1	-7%	1	0	0%
O=C(CSc1nc(-c2cccs2)cc(C(F)(F)F)n1)Nc1cc(OCC(F)(F)F)cc([N+](=O)[O-])c1	.	-90*	.	-3%
CCC(=O)c1c(O)cc(O)cc1O	-6%	.	.	4%
O=C1CC(c2ccccc2)CC(O)=C1C=NCCCN1CCOCC1 (stereo not drawn)	.	-12	-6	-3%
O=C(OCc1nc2ccccc2s1)[C@@H]1CCCN1S(=O)(=O)c1ccccc1F	0%	?	1	-2%
CN1C(=O)COc2ccc(C(=O)c3oc4ccccc4c3-c3cnc4c(c3)COc3ccccc3-4)cc21	.	?	-3	4%
Cc1occc1C(=O)Nc1cccc(C(=O)NCc2ccccc2)c1	-3%	-29	-2	2%
COc1cc2c(cc1OC)-c1nnc(-c3cccs3)n1C1(CCCC1)C2	-11%	17	-13	0%
CC1CC(=O)C(C2c3ccccc3CCN2C(=O)CCl)C(=O)C1 (stereo not drawn)	.	-3	.	-3%

Continued.
SMILES	ALOX15B inhib	PNC inhibitor	IMPase inh	ALOX12 inhib
CNC(=O)c1ccc(Nc2nnc(-c3ccc(C)c(S(=O)(=O)NCC4CCCO4)c3)c3ccccc23)cc1 (stereo not drawn)	.	34	.	0%
N#Cc1c(N)nc2c(c1-c1ccc3c(c1)OCO3)CCc1ccccc1-2	.	-23	.	-2%
CN1CCN(C(=O)c2cc3c(ccc4ccccc43)oc2=O)CC1	-5%	51	-4	-4%
O=C(Cc1c(F)cccc1Cl)NCC1CCCO1 (stereo not drawn)	-2%	-6	10	0%
NC1=C(c2ccc([N+](=O)[O-])cc2)C(=O)CO1	.	-25	.	9%
CC(C)C(=O)Nc1nnn(C)n1	1%	?	-2	-4%
O=c1oc2cc(O)ccc2s1	-5%	.	.	-3%
O=C(Nc1ccccc1N1CCCCC1)c1ccc(F)cc1	2%	21	8	-7%
Cc1cccc(NC(=O)c2cc(S(=O)(=O)c3ccccc3)ccc2Cl)c1	3%	-26	6	0%
Cc1ccccc1-n1c(Cn2c(=O)sc3ccccc32)nnc1SCC(=O)Nc1nccs1	.	?	2	4%
COc1cc(-c2nc3cnccn3c2Nc2c(C)cccc2C)ccc1O	-5%	-1	-21	-3%
Cc1onc(-c2ccccc2)c1C(=O)NCc1ccco1	-2%	-30	-2	-7%
c1ccc(Cn2nnnc2C(c2cccs2)N2CCCCCC2)cc1 (stereo not drawn)	.	15	5	-8%
CC(=O)c1cccc(S(=O)(=O)NCC2CCCCC2)c1	.	?	.	1%
CN1C(=O)CC(NNC(=O)c2ccc(Cl)cc2)C1=O (stereo not drawn)	-4%	35	-19	2%
CCOC(=O)C1CCCN(c2c(NCCCN3CCCC(C)C3)c(=O)c2=O)C1 (stereo not drawn)	8%	-26	?	-2%
c1ccc2c(Nc3nc4c(s3)CCCC4)cccc2c1	27%	75	-8	-4%
O=C(CNS(=O)(=O)c1ccc(Br)cc1)OCc1cc(=O)n2cc(Br)ccc2n1	.	-4	.	-3%
CC(C)C1=C2CCCCC2NC(=O)N1 (stereo not drawn)	9%	?	-7	0%
Fc1cccc(-c2cc3nc4c(c(N5CCOCC5)n3n2)CCCC4)c1	5%	-91*	11	-3%
CC1=C(C(=O)OC(C)C)C(C)C(C(=O)OC(C)C)=C(C)N1	5%	1	-4	0%
COc1ccc2c(c1)CC[C@@H]1[C@@H]2CC[C@]2(C)C(=O)CC[C@@H]12	.	?	.	-2%
CC(C)Oc1ccc(C2NC(=O)NC2=O)cc1 (stereo not drawn)	0%	-24	1	-4%
CN(C(=O)CN1CCC(NC(=O)C2CCCCC2)CC1)C1CCCCC1	3%	-30	9	2%
COc1cc(/C=N/NC(=O)CN2CCOCC2)ccc1OCc1ccccc1	.	?	.	1%
Going on with the list:
SMILES	ALOX15B inhib	PNC inhibitor	IMPase inh	ALOX12 inhib
CCOC(=O)N1CCN(C(=O)COc2cccc3c2CCN(Cc2ccc(F)cc2)C3=O)CC1	.	?	-9	-1%
Cc1ccc(S(=O)(=O)N2CCOCC2)cc1NC(=O)COC(=O)CNC(=O)c1ccccc1	.	41	.	-2%
COc1ccccc1NC(=O)CC1C(=O)NCCN1C(=O)Nc1ccc(Cl)c(Cl)c1 (stereo not drawn)	-7%	?	12	-23%
Cc1ccsc1C(=O)OCc1nc2ccccc2c(=O)[nH]1	-7%	-16	3	1%
COc1cc(NC(=S)NCc2ccco2)cc(OC)c1	-9%	?	-1	-4%
CCCn1c(SCC(=O)NCc2ccco2)nnc1C(C)C	1%	?	4	-4%
COC(=O)CCC(=O)Nc1cccc(Cl)c1	.	?	5	-6%
CC(=O)NC12CC3CC(C1)CC(C(=O)OCC(=O)Nc1ncc(Cl)c(C)c1Cl)(C3)C2	-19%	-11	-7	-13%
O=S(=O)(/N=C(/c1ccc(F)cc1)N1CCCCC1)c1ccc(Cl)cc1	.	-13	0	1%
CCn1c(/C=N/Nc2ccc(C(=O)O)cc2)nc2ccccc21	.	?	2	2%
Cc1ccc(C(=O)NCCc2nnc3ccc(SCC(=O)Nc4ccccc4C)nn23)cc1	.	-2	-8	-3%

High-throughput results deposited in PubChem by National Center for Advancing Translational Sciences (NCATS).
